human PMI inhibitors – human PMI inhibitors, high substrate, primary screen, biochemical, fluorescence intensity, high mannose 6-phosphate (AID 1220). recombinant PMI enzyme, coupled fluorescence intensity; higher % means a stronger effect. 190,000 tested, 0.66% active. inhibition, % at 20 µM; hits with a dose series show IC50 in µM; in the data active = inhibition above about 50%
P. falciparum M1AAP – P. falciparum M1AAP inhibitors, biochemical, fluorogenic H-Leu-NHMec substrate, 1536-well (AID 1445); recombinant M1AAP, H-Leu-NHMec fluorogenic kinetic assay; higher % means a stronger effect; one-dose inhibition, % at 30 µM; IC50 in µM for titrated hits; 220,000 tested, 0.42% active;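 active = primary inhibition above the hit cutoff, then over 50% inhibition at one or more dose response concentrations, cut at about 23% in these data, passing the limit was not always enough; inconclusive = conflicting primary data, or primary hits not chosen for dose response; inactive = low primary inhibition, or under 50% at every dose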;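 note: plate controls were DMSO full reaction for no effect and no enzyme background for full effect; strong numbers were not always called active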
P. falciparum M17LAP – P. falciparum M17LAP inhibitors, primary screen, biochemical, fluorogenic H-Leu-NHMec substrate, 1536-well (AID 1619); recombinant M17LAP, H-Leu-NHMec fluorogenic kinetic assay; higher % means a stronger effect; one-dose inhibition, % at 30 µM; IC50 in µM for titrated hits; 220,000 tested, 0.38% active;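 active = compound inhibiting the enzyme by more than half at any dose during confirmatory dose-response retesting; inconclusive = strong single-dose inhibitors picked by rank but not retested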;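 note: plate controls were full reaction with DMSO carrier for no effect and no enzyme background for full effect; strong numbers were not always called active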
West Nile virus CPE – West Nile virus antiviral activity, cell-based, CPE readout (AID 1621). 290,000 tested, 0.02% active. CPE inhibition, % at 10 µM; hits with a dose series show IC50 in µM. West Nile virus-infected cells, CPE inhibition; higher % means a stronger effect; in the data active = a potency from the dose series; inconclusive = CPE inhibition mostly from about 3.7% at the one dose, without a potency; inactive = the rest, 99 in 100 with CPE inhibition below about 2.2%; note: strong numbers were not always called active
XIAP antagonists – small molecules displacing peptide from XIAP – biochemical, IAP family, fluorescence polarization (AID 1018); XIAP BIR domain, fluorescence polarization peptide displacement; higher % means a stronger effect; displacement, % at 20 µM; hits with a dose series show IC50 in µM; 200,000 tested, 0.007% active; in the data active = displacement above about 50%; note: a part of the inactive calls stands beside numbers as strong as those of hits
ER stress rescue – rescue of cells from ER stress-induced death, primary screen, 384-well, CSM14.1, thapsigargin, ATP luminescence (AID 1222); CSM14.1 thapsigargin-induced death rescue, ATP luminescence; higher % means a stronger effect; cellular ATP content (survival), % at 20 µM; hits with a dose series show EC50 in µM; 190,000 tested, under 10 active;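 active = EC50 below 50 µM in the dose-response confirmation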;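 note: death triggered by thapsigargin at about 15 µM added after 2 h compound pretreatment; cell ATP read after overnight thapsigargin exposure of roughly 18 to 22 hours; normalized against plate controls of thapsigargin alone and 5% DMSO vehicle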
Yfh1-depleted yeast – enhancers of respiration in Yfh1-depleted yeast, dose response, Friedreich's ataxia, plus single-dose screen (AID 1465). S. cerevisiae Yfh1-off respiration, WST-1 reduction, 72 h; higher fold induction means a stronger effect. one-dose fold induction at 50 µM; EC50 in µM for titrated hits. 220,000 tested, 0.074% active;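 active = fold induction of absorbance versus untreated yeast above a set limit, then at least 30% activation at any dose in follow-up; inconclusive = repeats straddling the limit, or above it without dose testing; inactive = fold induction below the set limit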;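 note: activators that raise dye reduction in frataxin-depleted yeast; strong numbers were not always called active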
PhoP inhibition – PhoP-dependent GFP reporter repression – Salmonella Typhimurium, primary screen (AID 1863); S. Typhimurium PhoP-regulated promoter GFP reporter, 4 h; higher % means a stronger effect; 300,000 tested, 0.16% active; inhibition, % at 50 µM; hits with a dose series show IC50 in µM;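 active = inhibition over 29.93%, a cutoff 3 SD above the screen mean, later confirmed by dose response; inconclusive = inhibition over 29.93% but no dose response follow-up; inactive = inhibition at most 29.93% or unconfirmed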;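 note: 0% = low Mg2+ inducing control and 100% = high Mg2+ repressing control; strong numbers were not always called active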
SIAH1 antagonists – blockers of Siah-1 interaction with plectin peptide – biochemical, fluorescence polarization, rhodamine-plectin, uHTS, primary screen (AID 1817); Siah-1 / rhodamine-plectin peptide fluorescence polarization; higher % means a stronger effect; one-dose displacement, % at 20 µM; IC50 in µM for titrated hits; 290,000 tested, 0.02% active;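 active = displacement of at least 50% at 20 µM, with a fluorescence ratio check between 0.3 and a set limit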;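 note: plate controls were Siah plus tracer with DMSO for no effect and tracer alone without Siah for full effect; strong numbers were not always called active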
Active calls of the source: *; i = inactive; ? = inconclusive; nt = not tested or not shown. Compounds were not picked by outcome; overall some 1.6% were active at least once.

no.	structure	ER stress rescue	human PMI inhibitors	P. falciparum M17LAP	P. falciparum M1AAP	SIAH1 antagonists	PhoP inhibition	XIAP antagonists	Yfh1-depleted yeast	West Nile virus CPE
1	Cc1ccc(OCCn2cc(C(=S)N3CCCC3)c3ccccc32)cc1C	-1.1%	15%	-1%	2%	2%	-11%	-6.6%	nt	-0.9%
2	CCCCCCOc1ccc(N2C(=O)CC(N3CCC(C(=O)OCC)CC3)C2=O)cc1 (stereo unspecified)	-0.8%	12%	-4%	0%	2%	0%	-0.3%	i	0.0%
3	CC12CC(NC(=O)N1c1ccc(C(=O)N3CCN(c4ccccn4)CC3)cc1)c1ccccc1O2 (stereo unspecified)	0.3%	43%	-2%	2%	3%	-6%	-3.7%	i	0.5%
4	COCC(=O)N(C)c1nnc(-c2ccccn2)s1	nt	5%	5%	1%	-7%	2%	1.9%	i	-0.7%
5	CCCCC(=O)Nc1ccc2c(c1)nc1n2CCN(CCOC)C1	nt	nt	3%	7%	10%	-2%	nt	i	0.6%
6	Cc1cc(C)cc(N(C(=O)C2CCCC2)C2C=CS(=O)(=O)C2)c1 (stereo unspecified)	-1.3%	1%	-2%	-2%	3%	-3%	-2.6%	i	-0.4%
7	CCN(CC)Cc1c(O)ccc2c([N+](=O)[O-])c(C)n(-c3ccc(OC)cc3)c12	-0.3%	-15%	0%	2%	-4%	3%	-7.5%	i	0.6%
8	CCn1nnnc1SCC(=O)Nc1nc(C)c(C)s1	1.1%	-4%	15%	-1%	-4%	6%	-5.4%	i	0.0%
9	COc1cc(OC)cc(-n2nnnc2SCC(=O)N2CCCC2)c1	-2.7%	11%	20%	9%	8%	0%	2.2%	i	-0.4%
10	COC(=O)C1=COC(C)C2CN3CCc4c([nH]c5cc(OC)c(OC)cc45)C3CC12 (stereo unspecified)	nt	nt	1%	4%	2%	-30%	nt	i	-0.1%
11	CS(=O)(=O)NCc1csc(-c2ccccc2)n1	-0.6%	-5%	6%	1%	-3%	-1%	-4.0%	i	-0.1%
12	CCOC(=O)c1c(C)nn(Cc2ccccc2)c1N	-2.2%	5%	6%	8%	-2%	-5%	-4.4%	i	-0.5%
13	COc1ccc(NC(C)C(=O)N/N=C/c2ccc([N+](=O)[O-])s2)cc1 (stereo unspecified)	-0.6%	25%	1%	15%	0%	-11%	-3.9%	i	-1.7%
14	C/C(=N\Nc1cccc2cccnc12)c1ccccn1	-2.5%	-43%	9%	2%	-11%	-7%	0.1%	i	-0.9%
15	O=C(Nc1nc(-c2cccs2)c(-c2cccs2)s1)C1CCCC1	-2.7%	7%	-2%	1%	7%	-8%	-2.7%	i	1.2%
16	CCOC(=O)C1CCCN(C(=O)/C=C/c2ccccc2[N+](=O)[O-])C1 (stereo unspecified)	0.0%	12%	2%	10%	0%	-8%	-7.6%	i	-0.5%
17	c1ccc(CSCc2nc3ccccc3[nH]2)cc1	-4.6%	9%	2%	6%	-1%	19%	-6.9%	i	-0.4%
18	CCc1ccc(OCCn2cccn2)cc1	-1.1%	9%	-2%	-1%	2%	7%	-10%	i	-0.3%
19	CCCNC(=O)CCc1c(C)nc2nc(C)nn2c1C	0.5%	-7%	-12%	1%	-5%	-3%	-6.4%	nt	nt
20	CCOC(=O)c1c(C)[nH]c(C)c1C(=O)COC(=O)c1ccc(OC)cc1	-0.5%	11%	6%	4%	12%	8%	-0.3%	i	0.1%
21	CCC(=O)Nc1cccc(C2=NOC3(C2)C[C@@H](C(N)=O)N(C(=O)c2ccccc2C(=O)c2ccccc2)C3)c1 (stereo partly specified)	nt	nt	-2%	6%	-2%	3%	nt	i	0.8%
22	OC(COCCC12CC3CC(CC(C3)C1)C2)CN1CCCC1 (stereo unspecified)	-1.3%	-7%	-1%	-3%	-4%	4%	-5.2%	i	-1.3%
23	COC(=O)CSc1nnc(C2COc3ccccc3O2)n1-c1ccccc1 (stereo unspecified)	0.8%	5%	-1%	-2%	-2%	6%	-3.4%	i	-0.2%
24	CCOc1ccccc1C(=O)Nc1ccccc1-c1ccccc1	-0.7%	2%	2%	-2%	0%	21%	-5.5%	i	-0.8%
25	CN1C(=O)CSc2ccc(NC(=O)N3CCOCC3)cc21	-3.1%	4%	-4%	7%	3%	-3%	-9.3%	i	2.1%
26	COc1ccccc1NS(=O)(=O)c1cc([N+](=O)[O-])ccc1N/N=C/c1c[nH]c2ccccc12	-1.7%	-5%	0%	6%	-4%	19%	-6.5%	i	?
27	Cc1cccc(NC(=O)CSc2nc3c(c(=O)[nH]2)CCCC3)c1C	-1.8%	-2%	13%	9%	5%	-1%	-0.6%	i	1.1%
28	Cc1cc(SCn2nnc3ccccc3c2=O)nc2ccccc12	-1.5%	15%	5%	-2%	-3%	10%	-11%	i	-0.5%
29	COc1ccc(C2OC3=C(Nc4cc(C)c(C)cc4N3)C2=O)cc1 (stereo unspecified)	nt	nt	-5%	5%	-2%	6%	nt	i	-0.7%
30	c1ccc(-c2oc3ncnc(NCCCN4CCOCC4)c3c2-c2ccccc2)cc1	-0.2%	14%	-4%	12%	-4%	6%	-7.3%	i	-0.6%
31	CC(=O)N1N=C(c2cccs2)CC1c1ccc(C)o1 (stereo unspecified)	0.3%	-2%	-2%	3%	-4%	2%	-0.5%	i	-0.6%
32	CNC(=O)c1nnn(Cc2ccccc2)c1NC(=O)C(F)(F)F	6.6%	-5%	-2%	3%	-2%	-3%	-6.4%	i	0.1%
33	CCn1c(SCC(=O)Nc2ccccc2N2CCOCC2)nnc1-c1ccccc1	-2.3%	1%	4%	4%	2%	6%	2.2%	i	-0.5%
34	Cc1cc(=O)oc(C)c1C(=O)NCCNC(=O)c1c(C)cc(=O)oc1C	-2.9%	-1%	3%	-3%	4%	4%	-6.4%	i	-0.3%
35	CCOC(=O)c1[nH]ncc1CN1CCCC(C(=O)c2ccc(C(C)(C)C)cc2)C1 (stereo unspecified)	-0.3%	2%	9%	6%	4%	5%	-3.3%	i	0.3%
36	CCOc1cc(NC(=S)NCc2ccco2)c(OCC)cc1NC(=O)c1ccco1	-1.4%	36%	2%	-5%	-2%	14%	3.6%	i	-0.9%
37	O=C(CCc1ccccc1)Nc1ccccc1C(=O)N1CCOCC1	-2.0%	-4%	-4%	-1%	3%	-7%	-3.6%	i	-0.7%
38	CC1Cc2cc(/C(O)=C3/C(=O)C(=O)N(CCCn4ccnc4)C3c3cccnc3)ccc2O1 (stereo unspecified)	-0.1%	4%	18%	5%	1%	3%	-3.4%	i	0.2%
39	CC(=O)c1cccc(NC(=O)/C(=C\c2ccco2)NC(=O)c2cccs2)c1	-1.9%	9%	15%	10%	0%	4%	2.1%	i	0.0%
40	COc1ccc(CNC(=O)C(c2ccncc2)N(C(=O)Cc2cccs2)c2cccnc2)cc1 (stereo unspecified)	nt	nt	7%	9%	3%	-3%	nt	i	-0.1%
41	COCCOc1ccc(C(F)(F)F)cc1Nc1nc2ccccc2o1	-1.0%	16%	6%	5%	-2%	-10%	-4.7%	i	-0.2%
42	CCOP(=O)(c1ccccc1)C1(O)CCCCC1 (stereo unspecified)	-4.4%	-10%	-4%	0%	-3%	-9%	-0.2%	i	0.1%
43	Cc1cc(C)n(-c2cc(N3CCN(S(=O)(=O)c4ccc(Cl)cc4)CC3)ccc2[N+](=O)[O-])n1	1.9%	10%	0%	3%	2%	-1%	-3.1%	i	-1.6%
44	CC(=O)NS(=O)(=O)c1ccc(NC(=O)CSc2ccccc2)cc1	nt	nt	1%	-2%	-4%	-2%	nt	i	0.9%
45	Cc1nnc(SCC(N)=O)n1CC1CCCO1 (stereo unspecified)	1.8%	1%	2%	8%	-4%	-8%	-3.7%	i	0.2%
46	COCCCN1C(=O)C(=O)/C(=C(/O)c2ccc(C)cc2)C1c1ccccc1 (stereo unspecified)	1.0%	8%	-4%	-2%	-1%	0%	-4.0%	i	0.2%
47	NC(=O)C1(N2CCCCC2)CCN(CC(=O)Nc2ccc(Oc3ccccc3)cc2)CC1	4.2%	6%	4%	9%	2%	-4%	-2.4%	i	-0.9%
48	Cc1[nH]c2ccccc2c1C(=O)CN1CCSCC1	-2.4%	5%	20%	2%	0%	30%	-3.5%	i	-0.2%
49	CN(C)/C=N/c1cnc(C(=O)c2ccc(Cl)cc2)n1C	-3.0%	-7%	9%	12%	-1%	4%	-7.1%	i	0.0%
50	Cc1ccc(NC(=O)CN2C(=O)S/C(=C\c3cccn3C)C2=O)cc1	0.2%	13%	4%	-3%	0%	-1%	-4.0%	i	-0.2%
51	CN(Cc1ccccn1)Cc1nc(-c2ccc(Cl)cc2)no1	-0.2%	8%	-2%	-9%	0%	18%	-2.6%	i	0.4%
52	CCOc1ccc(S(=O)(=O)n2nnc3ccccc32)cc1C	-0.9%	1%	42%	7%	1%	3%	-7.2%	i	0.7%
53	O=C(CCC1COc2ccccc2O1)Nc1cccnc1 (stereo unspecified)	-2.3%	11%	-4%	17%	4%	-7%	2.6%	i	0.5%
54	COCc1nnc(SCC(=O)Nc2cccc(Cl)c2C)n1-c1ccccc1	-1.0%	3%	3%	-2%	1%	3%	-1.7%	i	-0.2%
55	COCCCn1c(SCC(=O)n2c(C)c(C)c3ccccc32)nnc1-c1ccoc1C	-0.5%	6%	33%	5%	1%	5%	-8.4%	i	-0.1%
56	CC(=O)c1ccc2c3c(cccc13)CC2	-1.7%	6%	0%	4%	2%	7%	-9.1%	i	0.3%
57	CCOc1ccc(N2C(=O)c3cccnc3C2=O)cc1	-1.6%	-2%	15%	3%	0%	-5%	-6.6%	i	0.2%
58	Cc1ccc2c(c1)c(CC(=O)Nc1ccc(F)cc1)c(C(=O)O)n2C	-0.8%	1%	10%	1%	6%	-9%	-18%	i	0.2%
59	NNC(=O)c1cccnc1Oc1ccccc1	nt	nt	-10%	4%	0%	-2%	nt	i	0.0%
60	O=C(NCc1ccco1)C1CCCCC1	0.1%	8%	nt	nt	4%	nt	-3.3%	i	0.2%

Screens from PubChem BioAssay.
